Screens deposited in PubChem BioAssay by several laboratories.
HTRA1 inh: HTRA1 serine protease inhibitors, primary screen, biochemical, fluorescence polarization, HTS. Q92743. recombinant HTRA1, FP-rhodamine activity-based probe. inhibition, % at 5.96 µM. actives 0.5% (n = 340,000). AID 504803, 2011; in the data active = inhibition above about 36%;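 note: 0% = enzyme with DMSO and 100% = wells lacking enzyme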
Rev-erbA mod: modulators of Rev-erb alpha DNA binding, primary screen, biochemical, FITC-DNA, fluorescence polarization, uHTS | Rev-erbα–FITC-DNA binding, 90 min | AID 1259318, 2017 | Nuclear receptor subfamily 1 group D member 1 (Homo sapiens), P20393 | activity, % at 10 µM | actives 0.79% (n = 370,000);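 active = activity above about 14%, limit read from the data; passing the limit was not always enough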;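 note: 0% = DMSO wells with 35 nM protein and 100% = DMSO wells with 750 nM protein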
SMARCA2 act: SMARCA2 (BRM) function activators, primary screen, cell-based, luminescence, high throughput; actives 1% (n = 370,000); activation, % at 9.1 µM; MG213 cells, MMTV-luciferase reporter, dexamethasone, overnight; AID 652017, 2013; in the data active = activation above about 7.8%;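 note: 0% = vehicle wells and 100% = reference activator wells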
ASAP1 GAP inh: inhibitors of human ASAP1 ArfGAP activity, primary screen, biochemical, fluorescence polarization | Arf-GAP with SH3 domain, ANK repeat and PH domain-containing protein 1 (Homo sapiens), … | ASAP1-stimulated ARF1 GTP hydrolysis, GDP FP detection | inhibition, % at 16.5 µM | actives 0.19% (n = 360,000) | AID 624377, 2012; in the data active = inhibition above about 25%;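 note: 0% = vehicle with enzyme and substrate and 100% = no enzyme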
rCAG RNA binder: binders of r(CAG) RNA repeats, primary screen, biochemical, fluorescence; inhibition, % at 3 µM; actives 1.3% (n = 370,000); r(CAG) RNA repeat, TO-PRO-1 dye displacement fluorescence;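 active = inhibition above the plate cutoff, the mean of all test compounds on that plate plus 3 SD, cut at about 35% in these data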;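 note: 0% = DMSO alone and 100% = 100 µM mitoxantrone as full dye displacement; higher means more dye released from RNA so lower well fluorescence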
ARFGAP1 inh: inhibitors of rat ARFGAP1 GAP activity, primary screen, biochemical, fluorescence polarization, GDP tracer; ADP-ribosylation factor GTPase-activating protein 1 (Rattus norvegicus), Q62848; Arfgap1-stimulated ARF1 GTP hydrolysis, GDP FP detection; inhibition, % at 16.5 µM; actives 0.26% (n = 360,000); AID 651572, 2012;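 active = inhibition above a per-plate limit, mean inhibition of low control wells plus 3 SD, cut at about 25% in these data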;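 note: 0% = DMSO wells with enzyme and 100% = wells lacking Arfgap1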
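System: truncated rat Arfgap1 GAP domain / Medium: HEPES-based buffer, pH 7.5 / Also added: N-terminally truncated human ARF1-GTP substrate / Incubation: enzyme reaction 120 min at 25 °C after 20 min preincubation / Measured by: FP of antibody-bound GDP Alexa 633 tracer, ex 620/em 688 nm / Replicates: singlicate, each compound tested once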
GC-A act: GC-A stimulated cGMP production enhancers – HEK293 GC-A cells, cGMP TR-FRET, EC30 ANP, primary screen. 0% at EC30 ANP, 100% saturating ANP. activation, % at 10 µM. actives 0.14% (n = 370,000). AID 1671463, 2021; in the data active = activation above about 40%
mABHD4 FP: ABHD4 inhibitors, primary screen, biochemical, fluorescence polarization, mouse | (Lyso)-N-acylphosphatidylethanolamine lipase (Mus musculus), Q8VD66 | purified mABHD4, FP-Rh probe fluorescence polarization | inhibition, % at 8.92 µM | actives 0.54% (n = 370,000);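 active = inhibition exceeding the mean over every tested compound plus 3 SD, cut at about 30% in these data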;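 note: 0% = plate median of compound wells and 100% = S159A mutant with DMSO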
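Test system: mABHD4 protein; Read-out basis: % inhibition; Incubation: 45 min + 60 min at 25 °C; Repeats: single replicate; Technique: fluorescence polarization with parallel and perpendicular emission, 525/598 nm; Compound: 8.92 µM, single dose; Benchmarks: full inhibition S159A mutant plus DMSO, zero as sample-well median.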
PG9 binder: binders of HIV-1 gp120 antibody PG9, primary screen, biochemical, TR-FRET | TR-FRET gp120-PG9 antibody binding | inhibition, % at 6.7 µM | actives 0.43% (n = 360,000) | AID 624416, 2012; in the data active = inhibition above about 8.5%
GC-B act: human GC-B receptor activators, primary screen, HEK293 GC-B cells, cGMP TR-FRET, EC30 CNP; activation, % at 10 µM; Atrial natriuretic peptide receptor 2 (Homo sapiens), P20594; 0% at EC30 CNP, 100% saturating CNP; actives 0.11% (n = 370,000); AID 1920062, 2024;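 active = activation at 10 µM reaching about 35% in either raw or pattern-adjusted values, limit read from the data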
Target sequence (P20594 whole entry, looked up): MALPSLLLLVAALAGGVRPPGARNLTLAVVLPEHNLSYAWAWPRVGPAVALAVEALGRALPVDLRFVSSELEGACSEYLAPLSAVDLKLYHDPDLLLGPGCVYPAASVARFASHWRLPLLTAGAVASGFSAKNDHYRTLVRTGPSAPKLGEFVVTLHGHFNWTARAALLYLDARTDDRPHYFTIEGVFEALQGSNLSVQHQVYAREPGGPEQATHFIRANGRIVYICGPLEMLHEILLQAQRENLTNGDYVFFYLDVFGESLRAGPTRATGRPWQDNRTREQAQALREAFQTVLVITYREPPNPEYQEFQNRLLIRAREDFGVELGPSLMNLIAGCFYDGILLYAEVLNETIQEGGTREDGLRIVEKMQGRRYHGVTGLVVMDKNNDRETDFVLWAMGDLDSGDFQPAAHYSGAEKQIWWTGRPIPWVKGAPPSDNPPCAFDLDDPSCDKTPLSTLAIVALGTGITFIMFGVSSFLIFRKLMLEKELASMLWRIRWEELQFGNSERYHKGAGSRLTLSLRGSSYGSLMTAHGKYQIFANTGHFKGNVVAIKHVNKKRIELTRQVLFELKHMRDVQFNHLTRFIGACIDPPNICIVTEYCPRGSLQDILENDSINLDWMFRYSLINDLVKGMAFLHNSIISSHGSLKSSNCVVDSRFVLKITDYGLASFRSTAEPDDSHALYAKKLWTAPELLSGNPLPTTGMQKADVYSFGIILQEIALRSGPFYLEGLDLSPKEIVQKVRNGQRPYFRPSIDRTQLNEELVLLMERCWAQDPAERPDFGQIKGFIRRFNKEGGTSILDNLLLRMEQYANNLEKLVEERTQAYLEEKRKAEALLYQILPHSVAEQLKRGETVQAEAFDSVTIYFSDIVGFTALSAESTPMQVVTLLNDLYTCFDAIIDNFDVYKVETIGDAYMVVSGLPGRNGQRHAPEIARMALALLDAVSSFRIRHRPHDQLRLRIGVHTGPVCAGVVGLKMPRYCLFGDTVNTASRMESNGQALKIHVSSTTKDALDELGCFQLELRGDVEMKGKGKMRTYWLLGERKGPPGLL
* marks the source's active call; other numbers are inactive results; . = no result given.

Results follow in this order: HTRA1 inh, Rev-erbA mod, SMARCA2 act, ASAP1 GAP inh, rCAG RNA binder, ARFGAP1 inh, GC-A act, mABHD4 FP, PG9 binder, GC-B act
CCCC(=O)Nc1ccc2c(c1)nc(CCN1CCN(c3ccccn3)CC1)n2C
  7, -4, -4, 1, -5, -7, -1, -13, -1.4, 2
C[C@H]1CN([C@@H](C)CO)C(=O)CCCn2nncc2CO[C@H]1CN(C)S(C)(=O)=O
  2, -9, 2, 1, 0, 3, 0, 0, -0.4, -3
O=C(CN1C(=O)NC2(CCc3ccccc32)C1=O)Nc1ccc(Br)cc1F (configuration not stated)
  -5, 3, -2, -4, 3, -5, 2, -10, -0.9, 1
CN(C)c1ccccc1-c1csc(N2CCC(C(N)=O)CC2)n1
  1, 2, 6, 12, -3, -2, 2, 0, -3.2, 2
Cc1ccc(NC(=O)c2cc([N+](=O)[O-])ccc2NCc2cccnc2)cc1
  -29, -1, 5, 5, 1, 16, 8, -19, -1.9, 4
Cc1c(C(=O)NCc2ccccn2)oc2ccc(S(=O)(=O)N3CCC4(CC3)OCCO4)cc12
  -1, 1, -4, -2, -1, 0, 2, -2, -1.5, 4
CSc1ccc(C(=S)N2CCCC2)cc1
  -3, -4, -1, -6, -5, -20, -1, -7, -0.9, 1
CC(=O)Nc1ncc(Cc2ccc(Cl)cc2Cl)s1
  -4, -4, -2, 9, -3, -5, 2, -1, 0.8, 6
O=c1[nH]c(=O)n(Cc2ccco2)c2c1C(C(F)(F)F)(C(F)(F)F)N=C(Cc1ccccc1)N2
  -7, -1, -2, 1, -2, 0, 25, -8, -1.6, 34
Cc1cc(C)c(NC(=S)N(CCN(C)C)Cc2cccs2)c(C)c1
  1, -5, -2, -11, -3, 5, -1, -6, -0.1, -5
Cc1ccc(-n2c(SCC(=O)Nc3ccccc3-c3ccccc3)nnc2-c2cnccn2)cc1
  ., -2, -4, ., 6, ., -18, -7, ., -15
CCC(C(=O)OCC(=O)c1ccc(OC)cc1OC)c1ccccc1 (configuration not stated)
  -25, 2, 0, -4, 16, -5, -5, 4, -1.3, 1
O=C(CN1C(=O)NC2(CCCCCCC2)C1=O)NCc1cccs1
  0, -3, 1, -3, 1, -6, 4, 5, -2.0, 3
Cc1cccc(C)c1NC(=O)Cn1cc(C=O)c2ccccc21
  -4, 4, -3, 5, 2, 1, -1, -5, 1.1, 0
Cc1cc(C(=O)Nc2ccc(F)cc2)n(-c2ccccc2)n1
  ., 10, -2, ., 3, ., 1, 10, ., -4
COc1ccc2oc(C(=O)OCC(=O)NC3CCCC3)c(C)c2c1
  -5, -1, 1, 0, -2, 8, -1, -6, -1.7, 6
CN(Cc1cnn(C)c1)C(=O)C1CCC(=O)N(C2CCCCCC2)C1 (configuration not stated)
  0, -2, 8, 1, -4, -1, 1, 4, -3.4, 5
COc1ccc(C(=S)N2CCOCC2)cc1OC(=O)c1ccccc1
  -8, 2, 2, 1, -1, -5, 1, -3, -1.8, 0
COc1ccc(S(=O)(=O)n2nc(-c3cc(OC)c(OC)c(OC)c3)cc2N)cc1OC
  1, 1, -1, 6, 8, -5, -11, 3, 2.8, -5
O=C1CCCC(O)=C1Sc1cc(Cl)c(Cl)cc1Cl
  ., 2, -5, -1, 1, -10, 3, 3, -3.0, 4

Full records, looked up by structure. Order of values: HTRA1 inh, Rev-erbA mod, SMARCA2 act, ASAP1 GAP inh, rCAG RNA binder, ARFGAP1 inh, GC-A act, mABHD4 FP, PG9 binder, GC-B act
Cc1cccc(C)c1NC(=O)Cn1cc(C=O)c2ccccc21 reads -4, 4, -3, 5, 2, 1, -1, -5, 1.1, 0
O=C1CCCC(O)=C1Sc1cc(Cl)c(Cl)cc1Cl reads ., 2, -5, -1, 1, -10, 3, 3, -3.0, 4
Cc1ccc(-n2c(SCC(=O)Nc3ccccc3-c3ccccc3)nnc2-c2cnccn2)cc1 reads ., -2, -4, ., 6, ., -18, -7, ., -15
CC(=O)Nc1ncc(Cc2ccc(Cl)cc2Cl)s1 reads -4, -4, -2, 9, -3, -5, 2, -1, 0.8, 6
O=C(CN1C(=O)NC2(CCc3ccccc32)C1=O)Nc1ccc(Br)cc1F (configuration not stated) reads -5, 3, -2, -4, 3, -5, 2, -10, -0.9, 1

Remaining list, next part.
Results follow in this order: HTRA1 inh, Rev-erbA mod, SMARCA2 act, ASAP1 GAP inh, rCAG RNA binder, ARFGAP1 inh, GC-A act, mABHD4 FP, PG9 binder, GC-B act
CCCc1[nH]n(-c2ccc([N+](=O)[O-])cc2)c(=O)c1C(C)=NCc1ccncc1
  7, 2, 1, 11, 28, 16, -4, 12, -2.6, -3
NC(=S)N/N=C/c1ccc(-c2ccc(SC(F)F)cc2)o1
  -4, -1, -6, 1, 17, 7, -9, 13, 0.5, -18
O=C(O)CC(c1cccc(O)c1)N1Cc2ccccc2C1=O (configuration not stated)
  -6, -4, -2, -1, -1, -6, 3, -2, -1.4, 3
N#CC1=C(N)Oc2n[nH]c(-c3cccs3)c2C1c1ccncc1 (configuration not stated)
  -4, -7, -2, -4, -3, -7, 0, 1, 0.8, -1
Cn1c(=O)[nH]c2c(Br)nccc21
  ., -1, -2, ., 1, ., 4, 6, ., -6
O=C(Nc1ccc(Cl)cc1)Nc1cc(S(=O)(=O)N2CCOCC2)ccc1N1CCCC1
  0, -1, -4, 1, 6, 7, -2, 7, -1.8, 3
COC(=O)CNC(=O)C1CCN(S(=O)(=O)c2cccc3nsnc23)CC1
  5, -4, -1, 10, 4, 14, 2, 0, -0.3, -1
O=CNc1cc(-c2cccc(O)c2)cn2c(-c3ccc(F)cc3)cnc12
  ., -5, 1, -2, 12, 0, -1, -23, -1.3, 0
COc1cc(NC(=O)c2ccc(CNc3c(N4CCCC4)c(=O)c3=O)cc2)cc(OC)c1OC
  -5, 2, -1, -2, -4, -9, -2, -2, -1.9, 2
O=c1[nH]c(O)c(N=Nc2ccc(Cl)c(S(=O)(=O)Nc3ccccc3Cl)c2)c(=O)[nH]1
  -4, -1, -3, -8, 10, -10, -2, 20, -3.1, -4
O=c1[nH]c2c(c(=O)n1-c1ccccc1)CCO2
  -2, -2, -3, -6, 5, 2, 0, -6, 2.9, 5
COc1ccc(C(=O)COC(=O)CCCC(=O)NC2CCCCC2)cc1
  0, -1, -3, -1, -9, 1, 1, -5, -2.8, 4
Cc1cc(C(=O)NCCCn2ccnc2)cs1
  -3, 5, -3, 3, 1, -2, 1, -2, -0.1, 3
CCOC(=O)c1c(C)oc(C)c(C(=O)OCC)c1=O
  -6, 1, -1, -5, -1, 5, -1, -2, -0.6, 5
Cc1ccc(-c2nc(C)sc2CC(=O)Nc2nnc(C)s2)cc1
  4, -2, -2, -8, -2, -4, -5, 1, 0.3, -6
O=C(Nc1ccccc1Cl)O/N=C/c1ccncc1
  0, 3, -1, -2, -1, 0, 1, -4, -0.2, 4
CCN(CC(=O)Nc1ccc2c(c1)OCCO2)C(=O)c1cccc(S(=O)(=O)N2CCOCC2)c1
  12, 1, -3, 3, 4, 4, 1, 0, 1.1, 9
COC(=O)c1c(-c2ccc(N(C)C)cc2)sc2ccc(OC)cc12
  3, -2, -5, 12, 4, -8, 17, 5, 7.7, 1
Cc1cc2c(c(C#N)c1C)NC=NC2C (configuration not stated)
  9, 1, -1, -5, 3, 3, 2, 1, -2.3, 0
CCCCCCCCN1N=N[C@H]2[C@H]1[C@@H]1C[C@H]2N(C(=O)OC(C)(C)C)O1
  5, -2, -2, -1, -4, -5, 1, 6, -1.1, -4

Single entries from the entries so far:
Cc1ccc(-c2nc(C)sc2CC(=O)Nc2nnc(C)s2)cc1 in GC-A act = -5
COc1ccc(C(=O)COC(=O)CCCC(=O)NC2CCCCC2)cc1 in HTRA1 inh = 0
O=C(Nc1ccc(Cl)cc1)Nc1cc(S(=O)(=O)N2CCOCC2)ccc1N1CCCC1 in HTRA1 inh = 0
COC(=O)c1c(-c2ccc(N(C)C)cc2)sc2ccc(OC)cc12 in PG9 binder = 7.7
N#CC1=C(N)Oc2n[nH]c(-c3cccs3)c2C1c1ccncc1 (configuration not stated) in mABHD4 FP = 1

Remaining list, next part.
Results follow in this order: HTRA1 inh, Rev-erbA mod, SMARCA2 act, ASAP1 GAP inh, rCAG RNA binder, ARFGAP1 inh, GC-A act, mABHD4 FP, PG9 binder, GC-B act
COc1ccc(-n2ccnc2CN2CCCC(CO)(Cc3cccc(OC)c3)C2)cc1 (configuration not stated)
  -6, 4, -1, 13, -3, -5, -13, 9, -0.3, -9
COc1cccc(N2CCN(c3ccc([N+](=O)[O-])cn3)CC2)c1
  6, 4, -3, 12, -2, -6, -30, 2, -0.4, -14
Cc1cccn2c(=O)c(C=O)c(Cl)nc12
  1, -1, -3, -3, 1, -1, 0, -9, -0.8, -1
COc1cc(/C=N/Nc2nc(C)cc(C)n2)ccc1O
  7, 2, -3, -6, 2, 6, -4, 6, -4.2, 3
CC(=O)Nc1cc2c(cc1Cl)Cc1cc(Cl)ccc1-2
  -5, 2, -2, -6, 3, -11, 0, -5, 1.4, 6
O=C(CSc1nnc2ccccn12)NCc1ccco1
  4, -5, -1, 11, 2, 1, 0, 4, -1.3, 2
Cc1cc(/C=N/NC(=O)C(O)(c2ccccc2)c2ccccc2)c(C)n1-c1ccc(C(=O)O)cc1
  -5, 3, -1, 6, 35*, 5, -2, 25, -2.8, -5
COc1cc(C(=O)O/N=C2/C=C(C)C(=O)C=C2C)cc(OC)c1OC
  2, -5, 0, -2, 2, 1, 2, 4, -1.1, -5
O=C(CSc1nc2ccccc2o1)NN=C/C=C\c1ccccc1[N+](=O)[O-]
  ., -1, 6, ., 14, ., -1, 9, ., -7
COc1cc(SC)ccc1C(=O)N1CCN(S(=O)(=O)/C=C/c2ccccc2)CC1
  -7, 0, -2, 8, 5, 9, -7, -3, -0.7, -3
O=C(Nc1ccc(Cl)cc1)Nc1ccccc1CC[N+](=O)[O-]
  -15, -4, -1, -1, 4, 6, 0, -12, -2.3, -2
O=C(Nc1ccc(-c2nc3ccccc3o2)cc1)c1ccc(N2CCOCC2)c([N+](=O)[O-])c1
  3, 0, 0, 14, 3, -7, 4, -3, -1.0, -3
Cc1ccc(C)c(NS(=O)(=O)c2ccc3oc(=O)ccc3c2)c1
  3, 0, -2, -11, 6, -4, -2, -2, -1.0, -8
Clc1ccc(N=c2ssnc2Cl)cc1
  3, 0, 0, 3, -2, 10, 14, 2, 3.4, 24
O=C(/C=C/Nc1ccc(Br)cc1F)c1ccco1
  -12, -5, 2, -1, 5, 7, 9, 1, -2.0, -3
